MEX-5 binding: C. elegans MEX-5 TCR-2 RNA binding activity | activity score (negative = inhibition of binding), % at 10 µM | Q9XUB2 | MEX-5/FITC-TCR2 RNA binding, fluorescence polarization; stronger effect = lower value | 0.38% of 300,000 active | AID 1832;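 active = inhibition past about -25% in most replicates, and total fluorescence under double the plate's negative control median, limit read from the data; inconclusive = replicates evenly split on the limit, or fluorescence at least double controls; inactive = too little inhibition in most replicates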;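 also: 0% = DMSO and -100% = 5 µM competing unlabeled TCR2 RNA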
GRK2 inh: blocks RNA aptamer binding to human GRK2 | AID 488847 | inhibition of aptamer binding, % at 10 µM | P25098 | 0.59% of 330,000 active | bead flow cytometry, FAM-aptamer displacement from GRK2;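 active = inhibition of aptamer binding above 40%, roughly 3 SD of noise, on plates passing a quality check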;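 also: median bead fluorescence of bound FAM aptamer so fluorescent compounds give negative values; no value below 0 was filed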
CIT2-GFP yeast: alters CIT2-GFP fluorescence in TOR pathway yeast screen | S. cerevisiae CIT2-GFP strain, flow cytometry, 3 h; 100 means same as DMSO wells | GFP response vs DMSO, % at 10 µM | 0.065% of 320,000 active | AID 2029;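 active = GFP response relative to DMSO above a set limit, near the screen mean plus 3 SD, cut at about 150% in these data; inconclusive = Fewer than 70 cells measured for a yeast strain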;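 also: ratio of well median GFP fluorescence to mean of DMSO wells on the plate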
MCL1-BIM inh: disrupts human MCL1 binding to BIM-BH3 peptide | GST-MCL1 / FITC-Bim-BH3 fluorescence polarization | inhibition, % at 10.9 µM | 0.68% of 320,000 active;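 active = inhibition above the mean inhibition of all tested compounds plus 3 SD, set per campaign, cut at about 40% in these data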;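 also: 0% = DMSO wells and 100% = unlabeled Bim-BH3 peptide control; higher means more loss of mP so more displacement of Bim peptide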
Target sequence (Q07820 whole entry, looked up): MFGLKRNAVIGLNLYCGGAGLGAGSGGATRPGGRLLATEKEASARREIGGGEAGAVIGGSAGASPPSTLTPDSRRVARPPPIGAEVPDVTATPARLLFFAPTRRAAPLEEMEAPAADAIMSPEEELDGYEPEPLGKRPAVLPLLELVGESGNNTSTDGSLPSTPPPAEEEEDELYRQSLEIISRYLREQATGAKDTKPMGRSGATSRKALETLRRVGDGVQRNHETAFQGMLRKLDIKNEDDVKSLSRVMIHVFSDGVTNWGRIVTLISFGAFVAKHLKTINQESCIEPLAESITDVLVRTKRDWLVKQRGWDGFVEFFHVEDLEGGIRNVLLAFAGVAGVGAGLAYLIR
AGP1-GFP MLPCN: modulators of TOR pathway AGP1-GFP in S. cerevisiae; AID 2066; GFP response vs DMSO, % at 10 µM; 0.02% of 320,000 active; S. cerevisiae AGP1-GFP multiplex flow cytometry, 3 h; GFP as percent of DMSO wells;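 active = GFP response relative to DMSO above a set limit, near screen average plus 3 SD, cut at about 150% in these data; inconclusive = fewer than 70 cells counted for the yeast strain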;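 also: median GFP channel fluorescence of the gated AGP1 strain per well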
GLD-1 TGE inh: GLD-1-TGE RNA interaction inhibition (C. elegans); purified GLD-1 + fluorescein TGE RNA, fluorescence polarization; AID 2280; inhibition, % at 5.96 µM; Q17339; 0.44% of 320,000 active;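 active = percent inhibition above a per-plate cutoff, the plate mean of test compounds plus 3 SD, cut at about 30% in these data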;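 also: 0% = DMSO wells with GLD-1 and probe and 100% = wells lacking GLD-1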
Target sequence (Q17339 whole entry, looked up): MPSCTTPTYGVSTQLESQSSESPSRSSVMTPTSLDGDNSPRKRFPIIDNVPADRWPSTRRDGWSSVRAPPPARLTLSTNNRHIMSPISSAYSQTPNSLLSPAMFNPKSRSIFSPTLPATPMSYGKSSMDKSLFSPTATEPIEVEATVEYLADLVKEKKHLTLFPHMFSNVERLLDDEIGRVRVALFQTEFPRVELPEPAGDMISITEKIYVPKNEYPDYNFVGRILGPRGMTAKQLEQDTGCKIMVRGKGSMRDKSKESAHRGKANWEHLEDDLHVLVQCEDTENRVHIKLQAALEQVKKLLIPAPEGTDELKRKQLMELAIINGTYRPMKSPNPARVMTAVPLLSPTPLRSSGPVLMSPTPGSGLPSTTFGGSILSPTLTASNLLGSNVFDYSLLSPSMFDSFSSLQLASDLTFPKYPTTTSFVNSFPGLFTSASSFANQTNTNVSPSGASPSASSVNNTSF
Bcl-xL primary: inhibitors of human Bcl-xL | Q07817 | AID 2129 | inhibition, % at 10.9 µM | GST-Bcl-xL / FITC-Bim BH3 peptide fluorescence polarization | 0.7% of 320,000 active;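 active = inhibition above the mean of all tested compounds plus 3 SD, cutoff set per campaign, cut at about 30% in these data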;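 also: 0% = DMSO wells and 100% = unlabeled Bim-BH3 peptide competitor; inhibitors lower millipolarization by displacing the labeled peptide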
Target sequence (Q07817 whole entry, looked up): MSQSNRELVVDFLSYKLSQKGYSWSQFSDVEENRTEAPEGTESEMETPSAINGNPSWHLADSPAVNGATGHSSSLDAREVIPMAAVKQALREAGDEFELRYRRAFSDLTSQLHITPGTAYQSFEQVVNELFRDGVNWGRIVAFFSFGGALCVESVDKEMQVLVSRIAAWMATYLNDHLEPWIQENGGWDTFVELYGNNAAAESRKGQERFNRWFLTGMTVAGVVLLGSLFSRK
Fam108B counter: blocks mouse Fam108B hydrolase in RBBP9 counter-screen | recombinant Fam108B, FP-Rh probe fluorescence polarization | inhibition, % at 9.51 µM | 0.33% of 300,000 active;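 active = inhibition above the screen mean inhibition plus 3 SD, computed separately per campaign, cut at about 18% in these data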;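 also: inhibitors lower polarization as less probe binds the enzyme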
VLA-4 inh: inhibition in a human VLA-4 binding assay. P13612. VLA-4 expressing cells, ligand binding flow cytometry. inhibition, % (about 7 µM as worked out from the volumes in the protocol). 0.2% of 330,000 active; in the data active = inhibition above about 50%
* marks the source's active call; other numbers are inactive results; ? = inconclusive; . = not tested or not shown.

SMILES	MEX-5 binding	GRK2 inh	CIT2-GFP yeast	MCL1-BIM inh	AGP1-GFP MLPCN	GLD-1 TGE inh	Bcl-xL primary	Fam108B counter	VLA-4 inh
COc1ccc(-n2c(C)ccc2-c2ccccc2)cn1	-0.5	1	95	128*	88	89*	107*	-2	-14
CC[C@@]1(C(=O)OC)N[C@H](CN(C)C(=O)Nc2ccc(OC)cc2)[C@@H]2C(=O)N(Cc3ccccc3)C(=O)[C@@H]21	.	2	105	.	104	2	.	.	38
COc1cccc2cc(-c3cc(=O)oc4ccc(O)cc34)oc12	1.7	0	96	21	86	4	10	-2	-6
COc1ccc(NC(=O)/C(C#N)=C/c2cccnc2)c(OC)c1	-0.8	0	89	.	90	.	.	.	17
Cc1cc(C)nc(Nc2n[nH]c(-c3ccccc3N)n2)n1	-3.0	14	97	3	96	0	2	0	3
CN(C(N)=S)c1ccccc1	1.9	2	112	13	88	-11	4	14	-16
COc1ccc(C(C(=O)NC(C)(C)C)N(C(=O)CCC(=O)Nc2cc(C)on2)c2cccc(F)c2)cc1 (centres undefined)	-2.1	0	109	-7	109	7	-12	-4	1
CC(NC(=O)COC(=O)CCc1ccc(S(=O)(=O)N2CCOCC2)cc1)C1CC2CCC1C2 (centres undefined)	-3.8	4	93	3	91	0	5	2	.
Cc1ccnc(NC(=O)C2CCCN(S(=O)(=O)c3cnc[nH]3)C2)c1 (centres undefined)	-0.4	1	108	-2	103	-1	1	0	-1
Cc1cc(C)n(-c2ccc(C(=O)OCC(=O)Nc3ccc(S(=O)(=O)N4CCOCC4)cc3)cc2)n1	-3.2	0	101	-5	103	2	-3	-1	10
Cc1cc(Nc2ccc(F)cc2Cl)n2nc(C)nc2n1	1.1	0	104	-5	104	6	2	1	12
COc1cc(C(=O)NC(=S)Nc2ccc3oc(=O)ccc3c2)cc(OC)c1OC	2.6	0	107	4	106	0	3	-5	-2
CN(C(=S)Oc1ccc(C(=O)Nc2ccccc2)cc1)c1ccccc1	-0.7	4	106	5	107	3	3	-8	7
CC(=O)Oc1ccc(C(=O)NCCc2ccccc2)cc1	2.4	1	102	3	98	4	7	-1	-4
N=c1c(S(=O)(=O)c2ccccc2)cc2c(=O)n3ccccc3nc2n1Cc1cccnc1	-42*	0	96	-3	111	-4	7	-2	1
CC(C)(C)OC(=O)[C@H](Cc1ccccc1)NC(=O)c1nc[nH]c1C(=O)NC1CCNCC1	1.3	0	115	4	91	2	5	6	35
COc1ccc(-c2nc3c(n2O)CCC/C3=N\O)cc1	0.6	2	102	3	106	7	1	0	-3
COc1ccc(-n2c(CCc3ccccc3)nnc2SCC(=O)c2ccccc2)cc1	-1.7	0	101	-17	95	-1	-10	-2	17
Cc1nnc(C)n1/N=C/c1ccc(O)cc1	1.5	0	108	-6	97	5	1	0	5
O=C(CSCc1ccc(Cl)cc1)Nc1ccccc1C(=O)N1CCOCC1	1.5	0	87	5	87	4	4	3	36
O=C(CCN1C(=O)/C(=C/c2ccccc2Cl)SC1=S)NC1CCS(=O)(=O)C1 (centres undefined)	-2.8	1	87	4	84	-4	-1	2	-2
CC(=O)NCC(=O)NC(C(=O)Nc1ccc2c(c1)OCCO2)c1ccc(C)cc1 (centres undefined)	1.3	0	?	1	?	-3	7	0	-1
C=CCN1C(=O)c2ccc(C(=O)N3CCN(c4ccccc4OC)CC3)cc2C1=O	-0.8	0	104	1	108	1	3	3	15
CC(=O)c1ccc(NC(=O)c2ccc3nc(C)sc3c2)cc1	1.5	0	104	10	95	6	5	2	-8
CCOc1cc2c(cc1OCC)C(c1ccccc1)N(c1ccccc1)C(=O)C2 (centres undefined)	0.0	0	99	6	97	-2	4	3	8

Single records (already shown). Order of values: MEX-5 binding	GRK2 inh	CIT2-GFP yeast	MCL1-BIM inh	AGP1-GFP MLPCN	GLD-1 TGE inh	Bcl-xL primary	Fam108B counter	VLA-4 inh
Listed for N=c1c(S(=O)(=O)c2ccccc2)cc2c(=O)n3ccccc3nc2n1Cc1cccnc1 : -42*	0	96	-3	111	-4	7	-2	1
Listed for Cc1cc(C)nc(Nc2n[nH]c(-c3ccccc3N)n2)n1 : -3.0	14	97	3	96	0	2	0	3

Additional compounds:
SMILES	MEX-5 binding	GRK2 inh	CIT2-GFP yeast	MCL1-BIM inh	AGP1-GFP MLPCN	GLD-1 TGE inh	Bcl-xL primary	Fam108B counter	VLA-4 inh
Cc1cc(O)c(-c2cc(C(=O)Nc3cccnc3)[nH]n2)cc1C	-0.4	0	102	3	103	5	6	2	8
O=C(O)CC(NC(=O)C12CC3CC(CC(C3)C1)C2)c1ccc(F)cc1 (centres undefined)	0.2	88*	109	-1	100	3	2	2	13
Cc1ccc2[nH]c(=O)c(CNC(C)C)cc2c1	-0.9	0	89	0	86	-9	1	6	-5
CO/N=C/c1ccc(Oc2ccc(C)cc2)c([N+](=O)[O-])c1	-0.2	0	96	7	105	2	7	1	12
Cc1cccc2cc(C#N)c(SCc3nnc(-c4ccccc4[N+](=O)[O-])o3)nc12	2.3	2	96	-3	95	-1	1	1	12
Cc1nc(C)n(CC(C)C(=O)N2CCN(S(=O)(=O)c3ccc(Cl)cc3)CC2)n1 (centres undefined)	0.0	12	102	-1	104	3	0	1	-4
CC(C)(C)NC(=S)NCc1cccnc1	1.1	1	102	6	93	1	2	0	1
Cc1nn(C(C)C(=O)NCCCN2CCCCC2C)c(=O)c2c1sc1ccccc12 (centres undefined)	1.7	0	106	2	111	8	-1	-1	0
CCC(C)NC(=O)CSc1nc2cc(S(=O)(=O)N3CCOCC3)ccc2n1CC (centres undefined)	2.1	0	82	7	106	0	5	-2	19
COc1ccc(OC)c(S(=O)(=O)NC(C)c2cnn(-c3ccccn3)c2C)c1 (centres undefined)	2.0	1	106	-4	107	-1	1	-2	7
OC(CNCc1ccco1)Cn1c2ccccc2c2ccccc21 (centres undefined)	1.1	0	90	3	97	0	1	-8	39
O=C1NC(c2cccnc2)C(C(=O)c2cccs2)C(O)(C(F)(F)F)N1 (centres undefined)	-1.1	0	103	-3	103	5	-1	-2	-2
Cc1nnc(SCC(=O)c2c(N)n(C)c(=O)n(C)c2=O)n1Cc1ccccc1	4.5	0	110	6	105	-7	4	6	-6
Cc1cccc(C)c1NC(=O)c1cccc2c1C(=O)N(C1CCCCC1)C2	1.4	4	118	-2	106	0	-3	-3	5
O=[N+]([O-])c1cc(S(=O)(=O)NCCN2CCOCC2)ccc1Cl	-1.3	2	105	-1	101	1	2	3	5
CC(OC(=O)CCc1ccccc1)C(=O)Nc1ccc(Cl)cn1 (centres undefined)	-0.5	0	98	2	98	9	3	-3	2
O=C(COc1c(Cl)cccc1Cl)Nc1ccccc1N1CCCC1	0.0	0	95	5	91	-3	3	-3	-1
O=C1[C@@H]2Cc3c([nH]c4ccccc34)C(c3cccc(Br)c3)N2C(=O)CN1C1CCN(Cc2ccccc2)CC1 (some centres undefined)	3.1	0	94	-1	94	9	4	-1	11
Cc1cccc(C(=O)Nc2cccc(OC(=O)c3cccc(C)c3)c2)c1	0.3	1	97	-1	97	10	1	-29	21
CC(C)C(=O)Nc1ccccc1C(=O)N/N=C/c1ccc([N+](=O)[O-])cc1	3.5	0	108	3	101	8	3	-9	-10
O=C(c1ccccc1)c1cccn1CC(=O)N1CCCCCC1	-0.5	0	100	0	101	5	-2	-4	15
C=CCn1c(COc2ccc(Cl)cc2)nnc1SCC(=O)N/N=C/c1ccccc1	0.5	0	.	0	103	3	-1	1	6
CC(NC(=O)COC(=O)c1ccco1)c1ccccc1 (centres undefined)	-1.5	1	91	2	100	1	0	2	0
Cc1ccc(OC(=S)Nc2ccccc2)c(C)c1	-0.7	4	105	6	103	1	4	3	-7
CC(=O)OCc1nc2ccccc2s1	-0.8	0	94	2	101	6	2	0	6

Sorted by count of non-hydrogen atoms (falling): part of the list above
SMILES	MEX-5 binding	GRK2 inh	CIT2-GFP yeast	MCL1-BIM inh	AGP1-GFP MLPCN	GLD-1 TGE inh	Bcl-xL primary	Fam108B counter	VLA-4 inh
C=CCn1c(COc2ccc(Cl)cc2)nnc1SCC(=O)N/N=C/c1ccccc1	0.5	0	.	0	103	3	-1	1	6
Cc1nc(C)n(CC(C)C(=O)N2CCN(S(=O)(=O)c3ccc(Cl)cc3)CC2)n1 (centres undefined)	0.0	12	102	-1	104	3	0	1	-4
Cc1cccc(C)c1NC(=O)c1cccc2c1C(=O)N(C1CCCCC1)C2	1.4	4	118	-2	106	0	-3	-3	5
CC(C)C(=O)Nc1ccccc1C(=O)N/N=C/c1ccc([N+](=O)[O-])cc1	3.5	0	108	3	101	8	3	-9	-10
CC(OC(=O)CCc1ccccc1)C(=O)Nc1ccc(Cl)cn1 (centres undefined)	-0.5	0	98	2	98	9	3	-3	2
O=[N+]([O-])c1cc(S(=O)(=O)NCCN2CCOCC2)ccc1Cl	-1.3	2	105	-1	101	1	2	3	5
CO/N=C/c1ccc(Oc2ccc(C)cc2)c([N+](=O)[O-])c1	-0.2	0	96	7	105	2	7	1	12
CC(NC(=O)COC(=O)c1ccco1)c1ccccc1 (centres undefined)	-1.5	1	91	2	100	1	0	2	0
Cc1ccc(OC(=S)Nc2ccccc2)c(C)c1	-0.7	4	105	6	103	1	4	3	-7
Cc1ccc2[nH]c(=O)c(CNC(C)C)cc2c1	-0.9	0	89	0	86	-9	1	6	-5
CC(C)(C)NC(=S)NCc1cccnc1	1.1	1	102	6	93	1	2	0	1

Continuation:
SMILES	MEX-5 binding	GRK2 inh	CIT2-GFP yeast	MCL1-BIM inh	AGP1-GFP MLPCN	GLD-1 TGE inh	Bcl-xL primary	Fam108B counter	VLA-4 inh
CN(C(=O)CSc1nnnn1-c1ccccc1)C1CCS(=O)(=O)C1 (centres undefined)	-3.7	4	108	1	103	-4	2	7	-5
Cc1ccc(C2C3=C(Nc4[nH]n(-c5ccccc5)c(=O)c42)c2ccccc2C3=O)cc1 (centres undefined)	.	0	102	18	88	7	15	34*	6
COc1cc(/C=C2/SC(=S)N(Cc3ccccc3)C2=O)ccc1OS(C)(=O)=O	3.1	3	109	-2	95	1	2	0	7
CCCOc1ccc(N2C(=O)CC(N(CCCO)C(=O)CC)C2=O)cc1 (centres undefined)	-0.4	2	106	2	106	-11	0	7	9
Cc1ccc(S(=O)(=O)N2CCN(c3ccnc4cc(Cl)ccc34)CC2)cc1C	-1.1	0	96	5	96	4	2	3	-7
Cc1ccc(CNC(=O)c2ccc(OCC3CCCO3)cc2)cc1 (centres undefined)	-0.9	0	99	-19	99	3	-2	4	13
COC(=O)C1CCN(C(=O)c2ccc3nccnc3c2)CC1	-0.4	0	101	.	85	.	.	.	24
CN(C)S(=O)(=O)N(CC(=O)Nc1ccc(F)c(F)c1)c1ccccc1	-1.6	3	90	9	96	0	1	-2	10
CCc1ccc(NC(=O)C2CCN(S(=O)(=O)c3ccc4c(c3)N(C(C)=O)CCO4)CC2)cc1	-0.6	1	89	4	89	8	7	-4	32
CCOCCCNC(=O)c1c[nH]c2ccc(OCC)cc2c1=O	1.5	5	103	8	101	-5	11	0	-10
N=c1sccn1CC(=O)NC(=O)NC1CCCC1	1.2	2	108	-5	104	-7	4	-2	12
